Assay outcomes deposited in PubChem by National Center for Advancing Translational Sciences (NCATS).
MCF10A rereplic: DNA re-replication induction in MCF 10a cells. MCF 10A DNA re-replication, Hoechst nuclear intensity, 48 h. Potency, µM (titrated, usually from 46.1 µM), for inactives: top-dose activity, positive = re-replication, most hits filed as activators. AID 624296. 350,000 tested, 2.9% active; also: potency is read from the fitted curve at half-maximal effect; % of control where 0% means no effect; nearly all actives have a fitted effect of over 50% in size
IL1B secr inh: inhibitors of inflammasome signaling (IL-1 beta secretion); 360,000 tested, 4.7% active; activity change, % at 57.5 µM; AID 743279; THP-1 LPS/ATP IL-1B secretion, AlphaLISA, 16 h; active compounds read low; in the data active = activity change below about -50%; inconclusive = mostly about -30% to -49%; also: % is scaled to controls: 0 for no effect and ±100 for the full control effect
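THP-1 cells pretreated 1 hr with compounds (up to 57.5 uM final), then stimulated with LPS (250 ng/mL final) plus ATP (1.25 mM final); secreted IL-1B measured by AlphaLISA after 16 hr, decreased signal indicating inhibition.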
ATXN viability: viability counter-screen for ATXN expression inhibitors; AID 651635; S2 cells (HEK-293 line with an ATXN2-luciferase reporter) viability, CellTiter-Fluor protease fluorescence, 24 h; Potency, µM (titrated, usually from 56.7 µM), most hits filed as cytotoxic; 400,000 tested, 0.49% active; also: potency is read from the fitted curve at half-maximal effect; nearly all actives have a fitted effect of over 40% in size
A549 viability: A549 cytotoxicity, counter-screen for Nrf2 inhibitors. A549 ARE-Fluc cells, CellTiter-Fluor viability, 18-24 h. Potency, µM (top dose mostly 46 µM), without a hit: top-dose activity change, negative = cytotoxicity, most hits filed as inhibitors. 390,000 tested, 0.16% active; also: potency is read from the fitted curve at half-maximal effect; % is scaled to controls: 0 for no effect and ±100 for the full control effect
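A549 ARE_Fluc cells in 5% FBS OPTI-MEM were exposed to compounds in concentration-response for 18-24 h at 37 deg C. Viability was read by CellTiter-Fluor fluorescence (Ex 405/Em 525) after 30 min, before the luciferase read.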
HepG2 viability: counter-screen for TGF-b inhibitors: cytotoxicity in HepG2 cells. HepG2 CAGA-GFP viability, ATP luminescence, 18 h. Potency, µM (series often up to 46.1 µM), without a hit: at the top dose activity change, negative = cytotoxicity, most hits filed as cytotoxic. 410,000 tested, 0.76% active; also: potency is read from the fitted curve at half-maximal effect; some results filed as inactive show a strong effect at the top dose
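HepG2 CAGA-GFP cells (1000/well, DMEM with 1% FBS) received compound, then TGF-beta at 500 pg/mL final, and were incubated 18 hours at 37 degrees C. Viability was read by CellTiter-Glo luminescence. Media-only wells were set as complete cell-killing and DMSO as no toxicity.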
Nrf2 inh: blocks Nrf2 signaling. A549 ARE-Fluc reporter, luciferase luminescence, 18-24 h. Potency, µM (doses to about 46 µM), inactives show at the highest dose activity change, negative = inhibition, hits mostly inhibitors. 360,000 tested, 2.1% active; also: potency is read from the fitted curve at half-maximal effect; % is scaled to controls: 0 for no effect and ±100 for the full control effect; nearly all actives have a fitted effect of over 60% in size
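Nrf2 activity is the BugLite luminescence, read 15 min after reagent at room temperature, following CellTiter-Fluor cytotoxicity readout (30 min, 37C). Compound titrations were applied for 18-24 h to 5000 A549 ARE_Fluc cells/well in 5% FBS OPTI-MEM.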
ATXN2 expr inh: inhibitors of ATXN2 expression. HEK-293 ATXN2-luciferase reporter, luminescence, 24 h. Potency, µM (doses to about 57 µM), inactives show top-dose activity change, negative = inhibition, usual class: inhibitors. 360,000 tested, 0.72% active. AID 1745845; also: potency is read from the fitted curve at half-maximal effect; % is scaled to controls: 0 for no effect and ±100 for the full control effect; nearly all actives have a fitted effect of over 55% in size
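ATXN2-luciferase reporter cells (luciferase flanked by upstream and downstream ATXN2 gene portions) were treated 24 h at 37 °C with compounds at up to 57 uM. SteadyGlo luminescence gave expression; GF-AFC fluorescence gave viability.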
TGFb SMAD3 inh: TGF-b pathway inhibition; 410,000 tested, 1.2% active; HepG2 CAGA-GFP TGF-b/SMAD3 reporter, GFP fluorescence, 18 h; TGF-beta stimulated, 500 pg/mL final; Potency, µM (titrated, usually from 46.1 µM), for the others: at the highest dose activity, negative = inhibition, actives largely listed as inhibitors; also: potency is read from the fitted curve at half-maximal effect; % is scaled to controls: 0 for no effect and ±100 for the full control effect; nearly all actives have a fitted effect of over 65% in size
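Inhibition was scored as loss of TGF-beta-induced (500 pg/mL final, 18 hours, 37 degrees C) GFP in HEPG2 cells carrying a CAGA-GFP reporter, in DMEM with 1% FBS. Well GFP was summed per cell; Activity was normalised to unstimulated and stimulated DMSO wells, then concentration-response fitting.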
Nrf2 ARE act: activates Nrf2 signaling | AREc32 ARE-luciferase reporter (MCF7-derived line), luminescence, 24 h | Potency, µM (series often up to 46.1 µM), for the others: top-dose activation, hits mostly activators | 410,000 tested, 0.31% active | AID 624171; also: potency is read from the fitted curve at half-maximal effect; % of control where 0% means no effect; nearly all actives have a fitted effect of over 65% in size
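Luminescent ARE reporter assay in AREc32_Fluc cells: overnight plating at 37 deg C, 24 hr compound incubation, Steady-Glo added, 30 min RT before reading.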
Starred values were filed as active, the others as inactive; i = inactive; ? = inconclusive; / = no result given; & = joins results of further samples; [ ] = another dose, or the depositor's remark. Unless noted, calls follow the shape of the dose curve; as a rule, active = well fitted curve in the direction sought with a large enough effect; inconclusive = small, poorly fitted or top-dose-only effect, or another doubt; inactive = no such curve, though single readings can be large; an effect the other way counts as inactive or inconclusive.

Assay codes – A = MCF10A rereplic; B = IL1B secr inh; C = ATXN viability; D = A549 viability; E = HepG2 viability; F = Nrf2 inh; G = ATXN2 expr inh; H = TGFb SMAD3 inh; I = Nrf2 ARE act
> CCNC(=O)C1CCCN(C(=O)c2cccc(OC(F)(F)F)c2)CC1 (stereo not given)
  A = /	B = 25	C = ?	D = /	E = -2%	F = /	G = -13%	H = -2%	I = 0.1%
> Cc1nnsc1C(=O)N1CCC(C(=O)c2ccccc2)CC1
  A = 2%	B = 11	C = i	D = 1%	E = 13%	F = -7%	G = -30%	H = -7%	I = -0.2%
> CC(C)c1ccc(C(=O)OCC(=O)NC2CCCC2)cc1
  A = -7%	B = 0	C = i	D = 9%	E = -25%	F = 7%	G = /	H = -1%	I = -0.1%
> Cc1ccc(C(=O)CSc2nc(-c3ccccc3)nc3c2CCCC3)c(C)c1
  A = /	B = /	C = i	D = 11%	E = -1%	F = -6%	G = 13%	H = 6%	I = -0.5%
> COc1ccc(NC(=O)CN(C)S(=O)(=O)c2cnc[nH]2)cc1
  A = -2%	B = 14	C = i	D = -2%&10%	E = -3%&-8%	F = 2%&0%	G = 2%&2%	H = ?	I = -0.5%&-0.4%
> CC(C)=NOC(=O)c1ccc(-c2ccccc2)cc1
  A = 0%	B = -4	C = i	D = 1%	E = -23%	F = 24%	G = -2%	H = -11%	I = -0.6%
> Cc1cc(C)n(-c2nc3ccccc3c(=O)n2OC2CCCCC2)n1
  A = 9%	B = -11	C = i	D = 2%	E = 41%	F = /	G = -3%	H = 12%	I = -0.6%
> Nc1ncnc(N2CCOCC2)c1N
  A = 1%	B = 13	C = i	D = -3%	E = -8%	F = -1%	G = 13%	H = -1%	I = 2.1%
> O=C(C1COc2ccccc2O1)N(Cc1cccnc1)c1nc2c(F)cc(F)cc2s1 (stereo not given)
  A = /	B = /	C = /	D = 3%	E = -5%	F = /	G = /	H = -13%	I = 5.0%
> Cc1c(-c2nnnn2-c2ccc(F)cc2)cnc2cc3c(cc12)OCO3
  A = 0%	B = 0	C = i	D = -11%	E = -4%	F = -12%	G = 4%	H = 11%	I = -0.6%
> O=[N+]([O-])c1ccc(N2CCN(S(=O)(=O)c3ccccc3)CC2)cc1NCC1CCCO1 (stereo not given)
  A = 6%	B = 22	C = i	D = 0%	E = 16%	F = -12%	G = 0%	H = 1%	I = -0.6%
> COc1ccccc1-c1csc(C(C)(O)c2ccccc2)n1 (stereo not given)
  A = /	B = 5	C = i	D = /	E = -45%	F = /	G = -7%	H = -15%	I = 0.9%
> CCCN(Cc1cccs1)C(=O)Nc1ccc(OCC)cc1
  A = /	B = /	C = /	D = 5%	E = -15%	F = -15%	G = /	H = -6%	I = 3.5%
> O=C(CSc1n[nH]c(=O)n1-c1cccnc1)Nc1ccccc1
  A = -5%	B = 6	C = i	D = 0%	E = -14%	F = 0%	G = -3%	H = 0%	I = 0.2%
> O=C(COC(=O)c1ccc(O)cc1)NC(=O)NCc1ccccc1
  A = 7%	B = 16	C = i	D = 6%	E = -3%	F = 2%	G = 5%	H = 12%	I = 0.4%
> O=C(CSc1ncccn1)N/N=C/c1ccc2c(c1)OCO2
  A = 0%	B = -2	C = i	D = 2%	E = 4%	F = ?	G = 29%	H = -1%	I = 0.2%
> O=C(NCCC(=O)N1CCC2(CC1)NCCc1[nH]cnc12)c1cccc(C(F)(F)F)c1
  A = -3%	B = -3	C = i	D = -2%	E = -17%	F = 5%	G = /	H = -10%	I = -0.6%
> CC(C)(C)OC(=O)N1CCC(c2c(C(=O)N3CCN(C(=O)c4ccco4)CC3)cnn2-c2ccc(F)cc2F)CC1
  A = 2%	B = -16	C = i	D = 6%&7%	E = 10%&-7%	F = 0%&23%	G = 2%	H = 5%&-21%	I = -0.5%&-0.8%
> OCC[C@@H]1C[C@H](O)[C@@H](O)[C@@]2(CCCc3ccccc3O2)O1
  A = 8%	B = 14	C = i	D = 0%	E = -14%	F = -3%	G = 6%	H = 24%	I = -0.4%
> NS(=O)(=O)c1ccc(NC(=S)NC(=O)c2ccco2)cc1
  A = -4%	B = 0	C = i	D = 1%	E = -6%	F = 0%	G = 1%	H = -1%	I = 9.6%
> CC(Oc1ccccc1)C(=O)NC1=NCCS1 (stereo not given)
  A = 18%	B = ?	C = i	D = 4%	E = -8%	F = ?	G = 10%	H = -5%	I = -0.2%
> Cc1ccc(C(=O)NC2CCCN(c3ccc(C(F)(F)F)cn3)C2)cn1 (stereo not given)
  A = 5%	B = 38	C = i	D = -10%	E = 0%	F = 16%	G = -19%	H = -14%	I = -0.7%
> CCOc1ccc(NC(=O)CCC(=O)c2ccc(Br)cc2)cc1
  A = 4%	B = -14	C = i	D = 2%	E = -6%	F = 10%	G = -4%	H = 19%	I = 0.3%
> COc1cc(CNC(=O)C2CCCC2)cc(OC)c1OC
  A = -13%	B = 19	C = i	D = -2%	E = 10%	F = -2%	G = 20%	H = 0%	I = -0.2%
> COC(=O)C1CN(S(=O)(=O)c2ccc(NC(C)=O)cc2)CCS1 (stereo not given)
  A = -4%	B = 16	C = i	D = 1%	E = 16%	F = 7%	G = -15%	H = -12%	I = -0.5%
> O=C(CC1OCC2CCCN2C1=O)Nc1ccc([N+](=O)[O-])cc1 (stereo not given)
  A = ?	B = ?	C = ?	D = 0%	E = -1%	F = 1%	G = -3%	H = 5%	I = 2.1%
> COc1ccc(N2CC(C(=O)NC3=NCCS3)CC2=O)cc1 (stereo not given)
  A = -3%	B = 3	C = i	D = 1%	E = -14%	F = 3%	G = -14%	H = -11%	I = -0.6%
> COc1ccc2c(C=O)cn(C)c2c1
  A = 0%	B = 6	C = i	D = -12%	E = 6%	F = -11%	G = 2%	H = 3%	I = 0.2%
> CC(=O)c1cccc(-c2ccnc3c2CC(C(=O)Nc2ccc(C(C)C)cc2)O3)c1 (stereo not given)
  A = /	B = 26	C = i	D = /	E = -31%	F = /	G = 30%[activator]	H = -8%	I = 0.9%
> COc1cc2cnc(CCO[C@H]3CCCCO3)cc2cc1OC
  A = 2%	B = -8	C = i	D = 2%	E = -17%	F = 5%	G = 9%	H = -4%	I = 5.9%
> Cc1n[nH]c(C)c1SCC(=O)Nc1ccc(F)cc1
  A = -7%	B = 26	C = i	D = 16%	E = 2%	F = 8%	G = 2%	H = -2%	I = 0.0%
> Nc1nc(Nc2ccccc2)nc2ccccc12
  A = 0%	B = -113*	C = i	D = 16%	E = -57%	F = ?	G = 46%[activator]	H = 6%	I = 0.6%
> CCOC(=O)/C(C#N)=C/c1ccc(OC)c(OC)c1
  A = 0%	B = -15	C = i	D = -11%	E = -10%	F = -1%	G = -7%	H = 8%	I = -0.8%
> COc1cc(CCCN2C(=O)C(=O)NC[C@@H]2c2ccccc2)cc(OC)c1OC
  A = ?	B = 4	C = i	D = 7%	E = -2%	F = 10%	G = 11%	H = ?	I = -0.3%
> O=C(CN1C(=O)COc2ccccc21)NNC(=O)Nc1ccccc1F
  A = -7%	B = -14	C = i	D = 1%	E = -6%	F = 11%	G = 11%	H = 6%	I = -0.3%
> O=C(NNC1=NS(=O)(=O)c2ccccc21)c1cccc([N+](=O)[O-])c1
  A = 1%	B = 5	C = ?	D = -5%	E = -11%	F = -8%	G = /	H = -2%	I = -0.9%
> CC(=NNC(=O)c1ccncc1)c1ccc(Cl)c(Cl)c1
  A = -1%	B = -8	C = i	D = -4%	E = -21%	F = -2%	G = -1%	H = -14%	I = 0.7%
> Cc1ccc(C(=O)NCc2ccc(Cl)cc2)cc1S(=O)(=O)N1CCCCC1
  A = 1%	B = -10	C = i	D = -11%	E = -9%	F = ?	G = -12%	H = ?	I = 0.2%
> N#CC1(NC(=O)COc2ccccc2[N+](=O)[O-])CCCCC1
  A = -23%	B = 57	C = i	D = -5%	E = -2%	F = -1%	G = 8%	H = -10%	I = 3.2%
> CCCCNC(=O)c1ccccc1NC(=O)CCC
  A = 1%	B = 26	C = i	D = 8%	E = -1%	F = 8%	G = -3%	H = -2%	I = 2.0%
> CCNC(=O)CCCN1C(=O)CCn2nc(-c3cccn3C)cc21
  A = /	B = /	C = i	D = -8%	E = -8%	F = /	G = -4%	H = -9%	I = -0.4%
> Clc1ccc(Cc2ccccc2)nn1
  A = -1%	B = -11	C = ?	D = -2%	E = -36%	F = -4%	G = 5%	H = 0%	I = 0.3%
> CCOc1ccc(N(C(=O)CNC(=O)c2ccco2)C(C(=O)NC2CCCC2)c2cccnc2)cc1 (stereo not given)
  A = 10%	B = 15	C = i	D = -12%	E = -8%	F = -26%	G = -7%	H = -5%	I = 5.3%
> CCOc1ccc2nc3sc(C(=O)N4CCN(C)CC4)c(N)c3cc2c1
  A = 14%	B = ?	C = i	D = -1%	E = 0%	F = ?	G = 9%	H = 27%	I = 2.9%

3 of the compounds above, field by field:
smiles: O=[N+]([O-])c1ccc(N2CCN(S(=O)(=O)c3ccccc3)CC2)cc1NCC1CCCO1 (stereo not given)
- MCF10A rereplic: 6%
- IL1B secr inh: 22
- ATXN viability: i
- A549 viability: 0%
- HepG2 viability: 16%
- Nrf2 inh: -12%
- ATXN2 expr inh: 0%
- TGFb SMAD3 inh: 1%
- Nrf2 ARE act: -0.6%
smiles: N#CC1(NC(=O)COc2ccccc2[N+](=O)[O-])CCCCC1
- MCF10A rereplic: -23%
- IL1B secr inh: 57
- ATXN viability: i
- A549 viability: -5%
- HepG2 viability: -2%
- Nrf2 inh: -1%
- ATXN2 expr inh: 8%
- TGFb SMAD3 inh: -10%
- Nrf2 ARE act: 3.2%
smiles: O=C(COC(=O)c1ccc(O)cc1)NC(=O)NCc1ccccc1
- MCF10A rereplic: 7%
- IL1B secr inh: 16
- ATXN viability: i
- A549 viability: 6%
- HepG2 viability: -3%
- Nrf2 inh: 2%
- ATXN2 expr inh: 5%
- TGFb SMAD3 inh: 12%
- Nrf2 ARE act: 0.4%
